FLuc modulator: inhibits or activates purified firefly luciferase, miR-21 counter-screen | Potency, µM (series often up to 57.5 µM), for the others: at the top dose activity change, negative = inhibition, usual class: inhibitors | AID 588342 | actives 6.9% (n = 360,000) | P08659 | purified FLuc, Km substrates, luminescence inhibition;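 also: plate controls were vehicle for no effect and reference inhibitor for full effect; nearly all actives have a fitted effect of over 55% in size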
Target sequence (P08659 whole entry, looked up): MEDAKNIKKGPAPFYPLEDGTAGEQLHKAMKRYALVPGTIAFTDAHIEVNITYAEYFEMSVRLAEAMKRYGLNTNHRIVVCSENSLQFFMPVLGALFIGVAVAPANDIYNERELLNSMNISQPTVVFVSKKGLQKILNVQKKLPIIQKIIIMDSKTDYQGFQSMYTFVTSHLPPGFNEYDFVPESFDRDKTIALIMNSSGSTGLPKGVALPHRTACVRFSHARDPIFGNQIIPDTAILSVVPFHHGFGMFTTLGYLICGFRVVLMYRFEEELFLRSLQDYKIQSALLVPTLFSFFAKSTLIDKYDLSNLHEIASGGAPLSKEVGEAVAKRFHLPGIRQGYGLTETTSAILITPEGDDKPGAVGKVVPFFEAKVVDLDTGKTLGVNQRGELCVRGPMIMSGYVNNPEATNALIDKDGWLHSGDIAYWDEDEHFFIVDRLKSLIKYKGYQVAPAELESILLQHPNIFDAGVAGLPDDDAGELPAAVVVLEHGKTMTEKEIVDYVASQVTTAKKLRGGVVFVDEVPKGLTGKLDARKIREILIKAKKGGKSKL
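Purified P. pyralis luciferase (10nM final) with 10uM D-luciferin and 10uM ATP (Km levels) in 50mM Tris acetate pH 7.5, 10mM Mg acetate, 0.01% Tween-20, 0.05% BSA; qHTS 6-point titration, ~60 µM downward; luminescence read.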
Gal4-VP16 FLuc: Gal4-VP16 reporter inhibition counter-screen | Drosophila S2 Gal4-VP16 UAS-luciferase, luminescence, 20 h | Potency, µM (titrated, usually from 53.6 µM), without a hit: top-dose activity, negative = inhibition, usual class: inhibitors | actives 3.5% (n = 310,000) | AID 2546;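 also: Gal4-VP16 expression switched on by copper sulfate through the metallothionein promoter; % is scaled to controls: 0 for no effect and ±100 for the full control effect; nearly all actives have a fitted effect of over 50% in size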
Rab9 prom act: Rab9 promoter activation | Huh7 Rab9 promoter-luciferase reporter, luminescence, 24 h | Potency, µM (doses to about 9.22 µM), for the others: at the top dose activation, negative = inhibition, most hits filed as activators | actives 2.8% (n = 320,000); also: % of control where 0% means no effect; nearly all actives have a fitted effect of over 60% in size
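Using Huh7 cells stably transfected with Rab9 promoter–luciferase, compounds were incubated 24 h at 37 °C, 5% CO2; luciferase luminescence was read 10 min after reagent addition.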
MBNL1-CUG inh: MBNL1-poly(CUG) RNA binding inhibition | Q9NR56 | TR-FRET MBNL1-His/biotin-(CUG)12 binding, 665/545 ratio | Potency, µM (doses to about 57.5 µM), for the others: at the top dose activity change, negative = inhibition, usual class: inhibitors | actives 0.036% (n = 280,000); active = well fitted inhibition curve with a large enough effect in the signal ratio, with a control signal flat, not every such curve was filed as active; inconclusive = small, poorly fitted or top-dose-only effect, or effect the other way, or a change in a side signal; inactive = no such curve, though single readings can be large or run the other way; the % refers to the signal ratio; also: % is scaled to controls: 0 for no effect and ±100 for the full control effect
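His-tagged MBNL1 binding to biotinylated (CUG)12 RNA was measured by TR-FRET using terbium anti-His antibody (0.055 ng/ul final) and streptavidin-XL665 (5 nM final). Compounds were titrated 92 nM to 58 uM; 60 min at room temperature.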
NPC1 prom act: activators of NPC1 promoter. Potency, µM (highest dose often 9.22 µM), for the others: at the highest dose activation, usual class: activators. Huh7 NPC1 promoter luciferase reporter, 24 h. actives 2.4% (n = 320,000). AID 485313;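 also: % of control where 0% means no effect; nearly all actives have a fitted effect of over 60% in size; reporter is driven by a mutant NPC1 promoter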
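Huh7 cells stably carrying NPC1 promoter–luciferase, plated in Opti-MEM with 10% FBS for 2 h, were exposed to compound in DMSO for 24 h at 37 °C; luciferase reagent was added for 10 min and luminescence read.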
RORg inh: blocks mouse ROR gamma transcriptional activity; P51450; Potency, µM (series often up to 53.6 µM), inactives show at the top dose activity change, negative = inhibition, hits mostly inhibitors; actives 5.4% (n = 310,000); Drosophila S2 Gal4-RORgamma UAS-luciferase reporter, 20 h; also: % is scaled to controls: 0 for no effect and ±100 for the full control effect; nearly all actives have a fitted effect of over 60% in size
Target sequence (P51450 whole entry, looked up, the tested form may be a part): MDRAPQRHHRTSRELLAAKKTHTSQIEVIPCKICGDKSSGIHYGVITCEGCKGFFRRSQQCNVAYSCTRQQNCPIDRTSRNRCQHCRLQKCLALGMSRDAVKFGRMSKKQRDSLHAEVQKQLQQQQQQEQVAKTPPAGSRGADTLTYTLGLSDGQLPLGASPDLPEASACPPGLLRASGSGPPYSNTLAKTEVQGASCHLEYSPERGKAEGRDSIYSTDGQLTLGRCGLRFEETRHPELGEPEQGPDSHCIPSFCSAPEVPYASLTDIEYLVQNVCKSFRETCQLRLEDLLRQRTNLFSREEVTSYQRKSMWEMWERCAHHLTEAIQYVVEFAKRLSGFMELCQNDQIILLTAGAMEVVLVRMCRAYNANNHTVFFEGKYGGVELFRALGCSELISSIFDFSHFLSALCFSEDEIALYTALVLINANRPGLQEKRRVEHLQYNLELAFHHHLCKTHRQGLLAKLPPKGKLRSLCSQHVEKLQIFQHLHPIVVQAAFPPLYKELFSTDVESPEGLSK
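Luciferase reporter read in Schneider cells carrying Gal4-RORγ (mouse) and UAS-Photinus luciferase; cells given compound 1 h before 700 uM copper sulfate induction, then incubated 20 h at ambient temperature.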
p53 reactivator: re-activators of mutant p53 | H1299 p53-A138V BP100-luciferase reporter, luminescence, 24 h | Potency, µM (series often up to 92.2 µM), for the others: at the highest dose activity change, positive = activation, most hits filed as activators | actives 0.063% (n = 320,000) | AID 504706; also: % of control where 0% means no effect; nearly all actives have a fitted effect of over 45% in size
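p53-null H1299 cells stably carrying temperature-sensitive p53-A138V and a BP100-luciferase reporter were pinned with compounds (4-point, 1:5 series) and held 24 hrs at 37 deg C. Luminescence was read 10 min after detection reagent.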
uPA surface inh: blocks generation of uPA at the cell surface. actives 0.31% (n = 330,000). cell surface uPA generation assay, qHTS. Potency, µM (series often up to 38.3 µM), for the others: at the highest dose activity change, negative = inhibition, most hits filed as inhibitors. AID 540303; active = well fitted inhibition curve with a large enough effect; inconclusive = small, poorly fitted or top-dose-only effect; inactive = no such curve, though single readings can be large or run the other way; tested in mouse RAW 264.7 cells; also: % is scaled to controls: 0 for no effect and ±100 for the full control effect; nearly all actives have a fitted effect of over 55% in size
BRCA1 expr act: increases BRCA1 expression. Potency, µM (doses to about 46.1 µM), without a hit: at the highest dose activation, usual class: activators. AID 624202. actives 1.1% (n = 380,000). MCF7-BRCA1-FFLuc reporter, luminescence, 48 h; response scale: scaled: vehicle 0%, 10 µM genistein 100%; also: nearly all actives have a fitted effect of over 80% in size; some results filed as inactive show a strong effect at the top dose
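Activators of BRCA1 expression were detected as increased firefly luciferase luminescence in engineered MCF7 cells after 48 h compound incubation. Signals were scaled to genistein 10 microM as full activation.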
ELG1 genotoxic: induces genotoxicity in HEK293T cells with luciferase-tagged ELG1 | HEK293T ELG1-luciferase reporter, luminescence, 16 h | Potency, µM (top dose mostly 46 µM), without a hit: at the highest dose activity change, positive = activation, usual class: activators | actives 1.3% (n = 330,000); also: % of control where 0% means no effect; nearly all actives have a fitted effect of over 60% in size
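Cells (2,000/well) expressing the ELG1-luciferase fusion are dosed by pin tool and kept 16 hr at 37 °C, 5% CO2. Signal comes from ONE-Glo luciferase reagent after 30 min at room temperature.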
Active calls of the source: *; u = inconclusive; x = not tested or not shown; & = joins results of further samples; [ ] = dose if it differs, or a comment. Unless noted, calls follow the shape of the dose curve; as a rule, active = well fitted curve in the direction sought with a large enough effect; inconclusive = small, poorly fitted or top-dose-only effect, or another doubt; inactive = no such curve, though single readings can be large; an effect the other way counts as inactive or inconclusive. Potency is read from the fitted curve at half-maximal effect.

Under each structure: FLuc modulator	Gal4-VP16 FLuc	Rab9 prom act	MBNL1-CUG inh	NPC1 prom act	RORg inh	p53 reactivator	uPA surface inh	BRCA1 expr act	ELG1 genotoxic
- Cn1c(COc2ccccc2)nnc1SCC(=O)NCc1ccccc1
  2.1%	-17.9%	2.2%	-2.4%	0.9%	-0.3%	1.7%	7.7%	64.1%	5.3%
- CC12CCC(C(=O)Nc3c(Cl)cccc3Cl)(C(Br)C1=O)C2(C)C (stereo not given)
  -1.1%	-21.7%	-3.0%	-18.2%[11.5 µM]	1.3%	10.4%	-1.7%	4.3%	-15.6%	0.3%
- Cc1ccc(C(=O)NCC(=O)N2CCCCCC2)cc1
  u	-4.6%	u	1.1%	u	-2.7%	u	-5.3%	89.4%	u
- O=C(CSc1nc2cc(C(F)(F)F)ccc2n1Cc1ccccc1)NC1CCS(=O)(=O)C1 (stereo not given)
  -1.4%	1.1%	-1.8%	-13.3%	-1.6%	-6.6%	-13.8%	6.3%	-17.4%	0.0%
- FC(F)(F)c1cccc(N2CCN(CC3CC=CCC3)CC2)c1 (stereo not given)
  7.6%	-1.7%	-14.4%	-3.9%	-0.6%	10.4%	5.0%	8.6%	-22.1%	-1.0%
- CCn1c2ccccc2c2cc(NC(=O)c3cccc(OC)c3OC)ccc21
  u	-0.2%	9.9%	u	0.9%	u	6.9%	-6.2%	14.0%	-0.4%
- CC(C)Oc1ccc(CSc2ncn[nH]2)cc1
  15.1µM*	-12.5%	u	-8.2%	26.0%	-4.9%	4.6%	-1.0%	88.0%	9.3%
- Cc1ccc(NC(=O)CN(C)C(=O)c2ccc(COc3ccccc3)cc2)cc1
  -13.9%	x	0.9%	x	0.1%	x	8.6%	-2.2%	0.0%	-4.5%
- CCN1CCc2c(OCc3ccc(C)cc3)cccc2C1=O
  -18.6%	-2.8%	-3.6%	-3.0%	-4.4%	32.3%	8.8%	4.9%	-6.9%	-1.9%
- N#CC1=C(N)C(C#N)(C#N)C(c2ccncc2)C2CN(C(=O)OCc3ccccc3)CC=C12 (stereo not given)
  1.0%	0.4%	-0.1%	-6.9%	-6.4%	u	u	-0.4%	-25.8%	8.8%
- Cc1ccc2c(Cl)c(C(=O)NCC3CCCO3)sc2c1 (stereo not given)
  5.36µM*	-0.6%	2.24µM*	-2.5%	2µM*	-20.7%	13.9%	x	u	u
- Cc1ccc(C)c2[nH]c(=O)c(CN(Cc3ccc4c(c3)OCO4)Cc3nnnn3Cc3ccco3)cc12
  -2.4%	-1.7%	-6.2%	53.0%[activator]	0.5%	u	-4.6%	-0.7%	-26.6%	-13.2%
- O=C(Nc1ccc(F)cc1)NC1CCCCC1
  u	1.0%	u	1.2%	u	4.2%	u	-12.9%	u	u
- COC(=O)[C@H](CC(C)C)NC(=O)NC1CCCc2ccccc21 (stereo not given in full)
  -0.8%	-2.8%	-2.5%	4.4%	-4.7%	-8.0%	4.8%	8.6%	-16.0%	-1.0%
- COC(=O)N/N=C/c1cc(C)n(-c2cccc3ccccc23)c1C
  -16.3%	-5.5%	-2.4%	2.7%	-0.1%	-17.5%	8.9%	-2.5%	-18.0%	-2.1%
- COc1ccc2oc(=O)c(C(=O)NCc3ccc(F)cc3)cc2c1
  2.4%	-10.1%	-1.6%	u	-0.4%	7.4%	1.7%	1.8%	-2.2%	-4.8%
- C[C@@H]1C[C@H]2[C@@H]3CCC4=CC(=O)C=C[C@]4(C)[C@@]3(F)[C@@H](O)C[C@]2(C)[C@H]1C(=O)CO
  0.3%	-12.3%&-5.4%	-1.0%	2.0%	-2.5%	-39.5%	-1.2%	-7.7%	0.0%	5.1%
- Cc1ccc(-c2c(C)n([O-])c3c([n+]2=O)CCCC3)o1
  -0.4%	-0.7%	3.1%	22.8%	0.7%	1.0%	-6.0%	7.2%	-18.3%	1.5%
- O=C(NNC(=S)Nc1ccc(Cl)cc1)c1ccccc1
  u	-10.6%	u	1.5%	u	u	14.2%	-29.0%	81.7%	-4.8%
- Cc1cccc(C)c1NC(=O)[C@@]1(CC(=O)O)CC(/C=C/c2ccccc2)=NO1
  -2.7%	2.5%	2.2%	4.9%	-2.5%	23.3%	-3.4%	2.1%	6.4%	-1.1%
- O=S(=O)(Nc1cccc2ccccc12)c1cccs1
  1.3%	16.7%	19.8%	6.2%	2.9%	-3.1%	-0.9%	0.8%	2.5%	3.8%
- COc1c(Br)cc(Br)cc1C(=O)O
  0.1%	0.1%	11.7%	-14.2%	2.6%	-22.6%	-1.1%	x	1.4%	1.2%
- O=C(CN1CCCc2ccccc21)NCc1ccc2c(c1)OCO2
  -11.0%	3.5%	2.2%	5.4%	-0.6%	1.4%	-6.5%	4.6%	-11.8%	2.0%
- O=C(CN1C(=O)C(=O)c2ccccc21)OCN1C(=O)c2ccccc2C1=O
  1.1%	3.2%	-1.4%	u	-2.1%	-17.0%	1.4%	-3.8%	0.0%	-0.4%
- C/C(=N\NC(=O)Cc1c(C)[nH][nH]c1=O)c1cccc(Br)c1
  0.3%	-1.9%	-0.7%	-2.0%	-1.8%	8.5%	-1.0%	-2.3%	32.4%	-0.2%
- O=C(CSc1nnc2ccc(-c3cccnc3)nn12)Nc1cccc(F)c1
  -1.8%	x	-2.3%	x	-1.0%	x	3.1%	u	-17.1%	-3.2%
- O=C1CC2(CCN(C(=O)COc3ccc(Cl)cc3)CC2)Oc2ccccc21
  4.0%	x	-4.7%	x	-3.0%	x	-4.5%	-5.8%	-17.6%	6.6%
- CN1C(C(=O)NCc2cccc(Br)c2)CC2Cn3c(nc4cc(Cl)c(Cl)cc43)C21 (stereo not given)
  -0.8%	-4.2%	0.6%	1.9%	-2.1%	0.6%	0.4%	4.8%	19.3%	-6.1%
- Cc1ccc(NCC(=O)c2ccccc2)cc1Cl
  u	-1.6%	-3.2%	u	-3.4%	6.1%	10.7%	x	u	15.7%
- O=C(Nc1ccc2ccccc2c1)c1ccc(Cl)cc1
  0.536µM*	u	0.316µM*	4.0%	0.501µM*	u	u	10µM*	u	0.92µM*

3 structures already listed, sorted by count of non-hydrogen atoms, falling.
Under each structure: FLuc modulator	Gal4-VP16 FLuc	Rab9 prom act	MBNL1-CUG inh	NPC1 prom act	RORg inh	p53 reactivator	uPA surface inh	BRCA1 expr act	ELG1 genotoxic
- Cc1ccc(C)c2[nH]c(=O)c(CN(Cc3ccc4c(c3)OCO4)Cc3nnnn3Cc3ccco3)cc12
  -2.4%	-1.7%	-6.2%	53.0%[activator]	0.5%	u	-4.6%	-0.7%	-26.6%	-13.2%
- Cc1ccc(C(=O)NCC(=O)N2CCCCCC2)cc1
  u	-4.6%	u	1.1%	u	-2.7%	u	-5.3%	89.4%	u
- Cc1ccc(NCC(=O)c2ccccc2)cc1Cl
  u	-1.6%	-3.2%	u	-3.4%	6.1%	10.7%	x	u	15.7%

(cont.)
Under each structure: FLuc modulator	Gal4-VP16 FLuc	Rab9 prom act	MBNL1-CUG inh	NPC1 prom act	RORg inh	p53 reactivator	uPA surface inh	BRCA1 expr act	ELG1 genotoxic
- CCn1c(N2CCC(Cc3ccccc3)CC2)nc2c1c(=O)[nH]c(=O)n2C
  -0.1%	-5.8%	2.1%	11.3%	-2.3%	36.9%	-22.9%	-8.3%	-45.7%	-10.8%
- O=C(NNc1ccccc1[N+](=O)[O-])Nc1ccc(F)cc1F
  -13.6%	3.8%	1.0%	u	-19.0%	6.9%	2.6%	x	-24.1%	-1.2%
- CSC1=NCCN1CCOc1ccccc1
  3.8%	-2.9%	-1.4%	-4.1%	1.7%	-29.8%	0.4%	-4.0%	12.3%	8.0%
- CCOc1ncccc1C(=O)Nc1nnc(C(CC)CC)s1
  4.8%	-1.8%	27.1%	1.4%	-0.5%	-19.4%	0.5%	u	-23.8%	-2.5%
- C=CCn1c(SCc2ccc(F)cc2)nnc1-c1sc2nc(C)cc(C)c2c1N
  -0.8%	-2.1%	-5.3%	-5.0%	-0.6%	-9.6%	-2.2%	2.5%	-6.9%	5.8%
- O=C(CSc1nnc(COc2ccccc2)o1)Nc1nccs1
  2.8%	-3.0%	-3.8%	-11.0%	-4.8%	u	-1.4%	6.1%	0.0%	1.4%
- CCCCn1c(=S)[nH]c2ncccc2c1=O
  4.0%	3.55µM*	-1.6%	2.3%	2.3%	2µM*	-1.7%	-1.8%	-9.7%	2.3%
- O=C(CN1CCN(c2cccc(Cl)c2)CC1)Nc1ccc(S(=O)(=O)N2CCOCC2)cc1
  -0.5%	-56.0%	11.3%	13.3%	0.4%	14.7%	-16.0%	-9.8%	-7.8%	-16.9%
- COc1cc(COCC(O)CN2CCCCC2C)cc(OC)c1OC (stereo not given)
  -1.1%	-2.8%	-11.6%	-3.7%	2.6%	-0.2%	-2.7%	6.9%	22.1%	-0.6%
- O=C(Cn1cncn1)N/N=C/c1cccc2ccccc12
  -13.0%	2.7%	0.1%	2.8%[11.5 µM]	0.9%	-2.1%	-15.5%	1.5%	-23.5%	2.3%
- Cc1ccccc1NC(=O)Cc1nnc(SCC(=O)N2CCOCC2)n1C
  4.9%	x	4.4%	-2.6%	1.7%	x	x	-25.4%	-21.7%	-1.8%
- Cc1ccc(F)cc1NC(=O)C1CCCN(c2ncccn2)C1 (stereo not given)
  3.5%	-6.3%[0.365 µM]	-4.2%	u	1.2%	-0.5%	16.7%	1.2%	-0.4%	6.0%
